Nrf2 ARE act: qHTS of Nrf2 Activators; AREc32 ARE-luciferase reporter (MCF7-derived line), luminescence, 24 h; Potency, µM (top dose mostly 46.1 µM), inactives show at the highest dose activation, usual class: activators; 410,000 tested, 0.31% active; AID 624171, 2012; further: potency means the concentration at half of the fitted maximal effect; % of control where 0% means no effect; nearly all actives have a fitted effect of over 65% in size
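Luminescent ARE reporter assay in AREc32_Fluc cells: overnight plating at 37 deg C, 24 hr compound incubation, Steady-Glo added, 30 min RT before reading.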
Nrf2 block: Nrf2 qHTS screen for inhibitors | A549 ARE-Fluc reporter, luciferase luminescence, 18-24 h | Potency, µM (doses to about 46 µM), for inactives: at the top dose activity change, negative = inhibition, usual class: inhibitors | 360,000 tested, 2.1% active; further: potency means the concentration at half of the fitted maximal effect; on the % scale 0 is the no-effect control and ±100 the full control effect; nearly all actives have a fitted effect of over 60% in size
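Cells were seeded and rested 2 h, then exposed to compounds for 18-24 h. CellTiter-Fluor was read first as a viability measure. BugLite was added 15 min before the final luminescent read of ARE-luciferase activity in A549 cells.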
TGFb SMAD3 inh: qHTS for Inhibitors of TGF-b; 410,000 tested, 1.2% active; Potency, µM (doses to about 46.1 µM), without a hit: top-dose activity, negative = inhibition, actives largely listed as inhibitors; HepG2 CAGA-GFP TGF-b/SMAD3 reporter, GFP fluorescence, 18 h; TGF-beta stimulated, 500 pg/mL final; further: potency means the concentration at half of the fitted maximal effect; on the % scale 0 is the no-effect control and ±100 the full control effect; nearly all actives have a fitted effect of over 65% in size
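Per well, imaged GFP fluorescence of HEPG2 CAGA-GFP cells gives the signal; cells get compound, then TGF-beta (500 pg/mL final), 18 h at 37 degrees C; %Activity versus -TGF-beta and +DMSO controls.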
CCT chaperon mod: High-Throughput Screening for Modulators of Cytosolic Chaperonin Activity; purified chaperonin ATPase assay, HTRF ADP detection, 30 min; 360,000 tested, 0.3% active; AID 651819, 2012; activity change, % (no concentration beside the values), hits read low; in the data active means activity change below about -30%; further: on the % scale 0 is the no-effect control and ±100 the full control effect
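First, chaperonin was dispensed at 40 nM or 20 nM final depending on batch activity. Next, compounds were pinned at 76 uM and ATP added at 10 uM. After 30 min at 37 °C, ADP detection reagents ran 30 min at ambient temperature.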
Akt phos inh: HTS Assay for Inhibitors of Akt Phophorylation: Primary Screen. 360,000 tested, 0.32% active. activity change, % for hits at 50 µM. AID 651550, 2012. Neuro2A IGF-stimulated pAkt S473 HTRF, 20 min; stronger effect = lower value; in the data active means activity change below about -80%; inconclusive means mostly about -51% to -80%; further: on the % scale 0 is the no-effect control and ±100 the full control effect
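Neuro2A cells (4,500/well, DMEM with 0.5% FBS) were treated with compound at a single 50 µM final concentration, stimulated with 6 nM IGF for 20 min at 37 °C, and lysed. Phospho-Akt Ser473 was read by HTRF as 665/615 ratio ×10^4.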
HepG2 viability: qHTS for Inhibitors of TGF-b: Cytotox Counterscreen. HepG2 CAGA-GFP viability, ATP luminescence, 18 h. Potency, µM (titrated, usually from 46.1 µM), for the others: top-dose activity change, negative = cytotoxicity, hits mostly cytotoxic. 410,000 tested, 0.76% active; further: potency means the concentration at half of the fitted maximal effect; some results filed as inactive show a strong effect at the top dose
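HepG2 CAGA-GFP cells (1000/well, DMEM with 1% FBS) received compound, then TGF-beta at 500 pg/mL final, and were incubated 18 hours at 37 degrees C. Viability was read by CellTiter-Glo luminescence. Media-only wells were set as complete cell-killing and DMSO as no toxicity.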
A549 viability: Nrf2 qHTS screen for inhibitors: counterscreen for cytotoxicity; A549 ARE-Fluc cells, CellTiter-Fluor viability, 18-24 h; Potency, µM (highest dose often 46 µM), inactives show top-dose activity change, negative = cytotoxicity, usual class: inhibitors; 390,000 tested, 0.16% active; further: potency means the concentration at half of the fitted maximal effect; on the % scale 0 is the no-effect control and ±100 the full control effect
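A549 ARE_Fluc cells in 5% FBS OPTI-MEM were exposed to compounds in concentration-response for 18-24 h at 37 deg C. Viability was read by CellTiter-Fluor fluorescence (Ex 405/Em 525) after 30 min, before the luciferase read.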
Mm-Cpn inhibitor: Inhibitors of TCP-1 ring complex (TRiC) of Methanococcus maripaludis (MmCpn): qHTS | Chaperonin Mm-Cpn (Methanococcus maripaludis) | purified Mm-Cpn ATPase, ADP Transcreener TR-FRET | Potency, µM (highest dose often 76.9 µM), without a hit: top-dose activity, negative = inhibition, most hits filed as inhibitors | 330,000 tested, 0.031% active | AID 504842, 2011; further: potency means the concentration at half of the fitted maximal effect; on the % scale 0 is the no-effect control and ±100 the full control effect; nearly all actives have a fitted effect of over 80% in size
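Measured: ADP formation by purified Mm-CPN. Conditions: 25 nM protein, 10 uM ATP, Tris pH 7.4 with Mg2+, K+ and DTT, 37°C for 30 min. Detection: Transcreener HTRF after 30 min at room temperature.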
Abeta rescue: qHTS for compounds that reverse cellular toxicity of Amyloid beta (A-beta) peptide in yeast: Primary Screen; AID 1347071, 2019; Potency, µM (highest dose often 46.1 µM), for inactives: at the highest dose growth rescue, hits mostly activators; yeast expressing A-beta42, growth rescue, OD600, 48 h; response scale: 0% DMSO, 100% iron-clioquinol control; 410,000 tested, 0.063% active; further: potency means the concentration at half of the fitted maximal effect; nearly all actives have a fitted effect of over 55% in size
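Growth rescue measured by 600 nm absorbance after 48 h yeast culture at 30 C with compound. Values normalized between DMSO and an equimolar ferric chloride plus clioquinol control.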
* marks the source's active call; other numbers are inactive results. Unless noted, the call rests on the fitted dose curve; in most records, active means well fitted curve in the direction sought with a large enough effect; inconclusive means small, poorly fitted or top-dose-only effect, or another doubt; inactive means no such curve, though single readings can be large; an effect the other way counts as inactive or inconclusive.

For COCCn1nnnc1C(c1ccc(Cl)cc1)N1CCSCC1 (stereo not given) the results were Nrf2 ARE act -0.2%, Nrf2 block 3%, TGFb SMAD3 inh -9%, CCT chaperon mod 0.8, Akt phos inh inactive, HepG2 viability -5%, A549 viability -4%, Mm-Cpn inhibitor -1% and Abeta rescue 6%.
O=C(CN1C(=O)COc2ccc(Cl)cc21)NCC1CCCO1 (stereo not given) was read as Nrf2 ARE act -0.5%, Nrf2 block 12%, TGFb SMAD3 inh 3%, CCT chaperon mod -3.4, Akt phos inh inactive, HepG2 viability 6%, A549 viability -1%, Mm-Cpn inhibitor 1% and Abeta rescue -7%.
CCOc1ccc(NC(=O)Nc2nnc(N3CCCCC3C)s2)cc1 (stereo not given) was read as Nrf2 ARE act -1.2%, Nrf2 block inconclusive, TGFb SMAD3 inh -15%, HepG2 viability 4%, A549 viability -2% and Abeta rescue -2%.
`CC(C)CCNC(=O)Cn1cc(S(=O)(=O)Cc2ccc(F)cc2)c2ccccc21` gave Nrf2 ARE act 2.1%, Nrf2 block -13%, TGFb SMAD3 inh inconclusive, HepG2 viability -38%, A549 viability 3% and Abeta rescue -13%.
Screening O=C(NCc1cccs1)c1csc2ccccc12 returned Nrf2 ARE act 2.7%, TGFb SMAD3 inh -4%, CCT chaperon mod -0.2, Akt phos inh inactive, HepG2 viability -10%, A549 viability 6%, Mm-Cpn inhibitor -3% and Abeta rescue 5%.
Screening COCCN(C(=O)CCC(=O)Nc1ccccn1)C(C(=O)NC(C)(C)C)c1ccc(OC)cc1 (stereo not given) returned Nrf2 ARE act 0.1%, Nrf2 block -21%, TGFb SMAD3 inh 13%, CCT chaperon mod -0.3, Akt phos inh inactive, HepG2 viability 7%, A549 viability -4%, Mm-Cpn inhibitor -4% and Abeta rescue 13%.
For O=C(Nc1ncccn1)C12CC3CC(CC(C3)C1)C2 the results were Nrf2 ARE act -0.5%, Nrf2 block -6%, TGFb SMAD3 inh 9%, CCT chaperon mod 3.0, Akt phos inh inactive, HepG2 viability 64%, A549 viability -1%, Mm-Cpn inhibitor 0% and Abeta rescue -2%.
`COc1ccccc1-c1nc(SCC(=O)Nc2cc(C)on2)c2c(=O)n(C)c(=O)n(C)c2n1` gave Nrf2 ARE act 0.5%, Nrf2 block 4%, TGFb SMAD3 inh 2%, CCT chaperon mod -0.2, Akt phos inh inactive, HepG2 viability -6%, A549 viability -3%, Mm-Cpn inhibitor 0% and Abeta rescue 3%.
For COc1ccc(OC)c(NC(=O)c2ccccc2N(C)S(=O)(=O)c2ccc(C)cc2)c1 the results were Nrf2 ARE act -0.4%, Nrf2 block -28%, TGFb SMAD3 inh -3%, CCT chaperon mod -1.7, Akt phos inh inactive, HepG2 viability -3%, A549 viability 2%, Mm-Cpn inhibitor -1% and Abeta rescue 14%.
For COC(=O)c1c(SCC(=O)Nc2cccc(Cl)c2C)[nH]c2ccccc2c1=O the results were Nrf2 ARE act 0.8%, Nrf2 block 29%, TGFb SMAD3 inh -1%, HepG2 viability -3%, A549 viability -1% and Abeta rescue -21%.
For O=c1cc(-c2ccc(Cl)cc2)[nH][nH]1 the results were Nrf2 ARE act 3.1%, Nrf2 block inconclusive, TGFb SMAD3 inh 2%, CCT chaperon mod -1.2, Akt phos inh inactive, HepG2 viability -14%, A549 viability inconclusive, Mm-Cpn inhibitor -4% and Abeta rescue 17%.
Screening CCOc1ccc(NC(=O)c2ccccc2OCC(=O)c2ccc(C)cc2)cc1 returned Nrf2 ARE act 0.1%, Nrf2 block -26%, TGFb SMAD3 inh 8%, CCT chaperon mod -0.3, Akt phos inh inactive, HepG2 viability -2%, Mm-Cpn inhibitor 1% and Abeta rescue 1%.
For COc1ccc(C)cc1NC(=O)C1COc2ccccc2O1 (stereo not given) the results were Nrf2 ARE act 18%, Nrf2 block 23%, TGFb SMAD3 inh 14%, CCT chaperon mod -8.7, Akt phos inh inactive, HepG2 viability 0%, A549 viability 4%, Mm-Cpn inhibitor -3% and Abeta rescue 16%.
`Cc1ccc(Cn2cc(CCC(=O)NC3CCC(C)CC3)c3ccccc32)cc1` (stereo not given) gave Nrf2 ARE act 5.2%, Nrf2 block inconclusive, TGFb SMAD3 inh inconclusive, HepG2 viability -34%, A549 viability 0% and Abeta rescue -1%.
For COCCCNC(=O)c1ccc(Cn2c(=O)c3ccccc3n(Cc3ccc(Cl)cc3)c2=O)cc1 the results were Nrf2 ARE act 0.0%, Nrf2 block -35%, TGFb SMAD3 inh -38%, HepG2 viability -8%, A549 viability -10% and Abeta rescue -18%.
Screening CCCC(C(=O)N(C)CC(=O)Nc1ccc(N2CCOCC2)cc1)c1ccccc1 (stereo not given) returned Nrf2 ARE act -0.1%, Nrf2 block -20%, TGFb SMAD3 inh 4%, CCT chaperon mod -0.1, Akt phos inh inactive, HepG2 viability -8%, A549 viability 0%, Mm-Cpn inhibitor 0% and Abeta rescue 8%.
`COc1ccc(NC(=O)c2cnc3cc(C)ccn3c2=O)c(OC)c1` gave Nrf2 ARE act 0.4%, Nrf2 block 10%, TGFb SMAD3 inh 4%, HepG2 viability 6%, A549 viability -2% and Abeta rescue -17%.
Screening COc1ccccc1S(=O)(=O)NCc1ccc(C(=O)NC2CCC(O)CC2)cc1 (stereo not given) returned Nrf2 ARE act 0.2%, Nrf2 block -2%, TGFb SMAD3 inh -7%, CCT chaperon mod 1.9, Akt phos inh inactive, HepG2 viability -23%, A549 viability 4%, Mm-Cpn inhibitor 0% and Abeta rescue -9%.
CC1=C(C(=O)N2CCOCC2)CC(CC(=O)NC2CCCCC2)C(=O)N1Cc1ccccc1 (stereo not given) was read as Nrf2 ARE act 0.1%, TGFb SMAD3 inh 8%, CCT chaperon mod -0.2, Akt phos inh inactive, HepG2 viability -3% and Abeta rescue 3%.
`Cc1ccc(S(=O)(=O)NCC(=O)N2CCN(c3ccc(F)cc3)CC2)cc1` gave Nrf2 ARE act -0.4%, Nrf2 block -23%, TGFb SMAD3 inh inconclusive, CCT chaperon mod -2.6, Akt phos inh inactive, HepG2 viability -14%, A549 viability 2%, Mm-Cpn inhibitor -3% and Abeta rescue -20%.
`COc1cccc(NC(=O)C2(C)CCN2Cc2ccccc2OC(F)F)c1` (stereo not given) gave Nrf2 ARE act 4.4%, TGFb SMAD3 inh -14%, CCT chaperon mod -4.4, Akt phos inh inactive, HepG2 viability -17% and Abeta rescue -1%.
`NC(=O)COc1ccccc1C1=NO[C@@](CC(=O)O)(C(=O)Nc2ccc3c(c2)OCCO3)C1` gave Nrf2 ARE act 0.1%, Nrf2 block -18%, TGFb SMAD3 inh 2%, CCT chaperon mod -0.6, Akt phos inh inactive, HepG2 viability -8%, A549 viability 6%, Mm-Cpn inhibitor -1% and Abeta rescue 5%.
COC(=O)c1c(SC)nc2ccccc2c1OCc1ccccc1C was read as Nrf2 ARE act 5.0%, Nrf2 block inconclusive, TGFb SMAD3 inh -19%, HepG2 viability -32%, A549 viability 15% and Abeta rescue -8%.
O=C(O)CCC(=O)OCC1CCCCC1 was read as Nrf2 ARE act -0.5%, Nrf2 block -7%, TGFb SMAD3 inh 13%, CCT chaperon mod -0.5, Akt phos inh inactive, HepG2 viability 3%, A549 viability 2%, Mm-Cpn inhibitor -3% and Abeta rescue 3%.

The closing 2 records of the part before open the next one:
COC(=O)c1c(SC)nc2ccccc2c1OCc1ccccc1C was read as Nrf2 ARE act 5.0%, Nrf2 block inconclusive, TGFb SMAD3 inh -19%, HepG2 viability -32%, A549 viability 15% and Abeta rescue -8%.
O=C(O)CCC(=O)OCC1CCCCC1 was read as Nrf2 ARE act -0.5%, Nrf2 block -7%, TGFb SMAD3 inh 13%, CCT chaperon mod -0.5, Akt phos inh inactive, HepG2 viability 3%, A549 viability 2%, Mm-Cpn inhibitor -3% and Abeta rescue 3%.
`CCc1noc(C)c1C(=O)Nc1nc(-c2ccc(OC)cc2OC)cs1` gave Nrf2 ARE act 0.3%, Nrf2 block 8.2µM*, TGFb SMAD3 inh -3%, CCT chaperon mod 1.1, Akt phos inh inactive, HepG2 viability 13%, A549 viability -3%, Mm-Cpn inhibitor inconclusive and Abeta rescue 27%.
For CC(=O)Nc1cccc(/C(C)=N/NC(=S)NC(C)C)c1 the results were Nrf2 ARE act 3.2%, Nrf2 block -5%, TGFb SMAD3 inh 12%, CCT chaperon mod -6.6, Akt phos inh inactive, HepG2 viability -15%, A549 viability 5%, Mm-Cpn inhibitor 2% and Abeta rescue -2%.
CCC(C)NC(=O)Cn1c(=O)n(CCCCCC(=O)NCc2ccccc2Cl)c(=O)c2sccc21 (stereo not given) was read as Nrf2 ARE act 2.4%, Nrf2 block 0%, TGFb SMAD3 inh -4%, HepG2 viability -13%, A549 viability 5% and Abeta rescue -12%.
O=C(CC1N=C2c3ccccc3N=C(SCc3ccccc3Cl)N2C1=O)NCc1ccco1 (stereo not given) was read as Nrf2 ARE act -0.3%, Nrf2 block -8%, TGFb SMAD3 inh -10%, CCT chaperon mod 1.3, Akt phos inh inactive, HepG2 viability -11%, A549 viability -11%, Mm-Cpn inhibitor -2% and Abeta rescue 4%.

Source: PubChem (National Center for Advancing Translational Sciences (NCATS))

Compounds were not picked by outcome. About 4.3% of those tested had a hit in this group.
